dFosB act: activators of mouse delta FosB homodimer; P13346; purified delta FosB, TAMRA-CDK5 oligo fluorescence polarization; percent of positive-control signal above neutral wells; activation, % at 25 µM; 0.99% of 340,000 active;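 active means mean activation above about 17%, with every replicate also reaching it, limit read from the data, passing the limit was not always enough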;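 further: fluorescence polarization rise as delta FosB binds a TAMRA Cdk5 AP-1 oligo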
Target sequence (P13346 whole entry, looked up): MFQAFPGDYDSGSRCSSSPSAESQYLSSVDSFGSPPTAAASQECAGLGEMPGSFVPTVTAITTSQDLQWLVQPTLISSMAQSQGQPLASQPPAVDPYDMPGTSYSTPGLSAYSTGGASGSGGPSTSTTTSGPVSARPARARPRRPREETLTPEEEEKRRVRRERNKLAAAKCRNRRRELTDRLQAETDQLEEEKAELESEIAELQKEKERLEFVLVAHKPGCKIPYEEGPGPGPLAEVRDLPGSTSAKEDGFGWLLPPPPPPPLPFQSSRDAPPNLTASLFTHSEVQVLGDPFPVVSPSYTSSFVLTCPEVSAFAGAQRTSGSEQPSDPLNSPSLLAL
HTR5A ag: activates human HTR5A in OPRM1-OPRD1 agonist counter-screen; P47898; HTR5A agonist assay, luminescence, cell-based; activation, % at 9.3 µM; 0.61% of 340,000 active; AID 504692; in the data active means activation mostly above about 9.5%, no sharp cut-off; inactive means mostly below about 7.6%;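 further: 0% = cells with vehicle only and 100% = reference agonist; strong numbers were not always called active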
Wnt act: activates Wnt/beta-catenin signaling in a reporter cell assay. activator, plate reader. activation, % at 9.35 µM. 1.2% of 300,000 active. AID 743398; in the data active means activation above about 30%, passing the limit was not always enough;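 further: 0% = neutral control wells and 100% = positive control wells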
HTR5A inv ag: counter-screen for OPRM1-OPRD1 inverse agonists: human HTR5A inverse agonism. P47898. HTR5A cell line, luminescence. 0.083% of 340,000 active. inhibition, % at 9.3 µM; in the data active means inhibition mostly above about 23%, no sharp cut-off; inactive means mostly below about 18%;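 further: 0% = cells with DMSO and 100% = no-cell wells with DMSO; some compounds called inactive have numbers as strong as hits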
CDK5 p35 inh: CDK5/p35 (human) kinase inhibition | Q00535+Q15078 | Recombinant CDK5/p35, ADP-Glo luminescence, 60 min | inhibition, % at 10 µM | 0.01% of 330,000 active | AID 488839;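 active means highest replicate inhibition of at least 50% and at least 75% of replicates reaching 50%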;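 further: plate controls were DMSO neutral control for no effect and GW8510 at 10 µM for full effect; many of its hits are not listed in these tables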
Target sequence (Q00535 whole entry, looked up): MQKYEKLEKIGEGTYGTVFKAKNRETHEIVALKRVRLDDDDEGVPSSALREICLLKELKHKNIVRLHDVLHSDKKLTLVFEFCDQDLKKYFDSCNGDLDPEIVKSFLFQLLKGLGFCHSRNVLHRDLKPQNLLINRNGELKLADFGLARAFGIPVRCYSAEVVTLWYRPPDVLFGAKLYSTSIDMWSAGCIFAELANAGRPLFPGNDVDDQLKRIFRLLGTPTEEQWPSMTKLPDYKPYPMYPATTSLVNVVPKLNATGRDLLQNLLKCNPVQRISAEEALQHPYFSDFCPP
Target sequence (Q15078 whole entry, looked up): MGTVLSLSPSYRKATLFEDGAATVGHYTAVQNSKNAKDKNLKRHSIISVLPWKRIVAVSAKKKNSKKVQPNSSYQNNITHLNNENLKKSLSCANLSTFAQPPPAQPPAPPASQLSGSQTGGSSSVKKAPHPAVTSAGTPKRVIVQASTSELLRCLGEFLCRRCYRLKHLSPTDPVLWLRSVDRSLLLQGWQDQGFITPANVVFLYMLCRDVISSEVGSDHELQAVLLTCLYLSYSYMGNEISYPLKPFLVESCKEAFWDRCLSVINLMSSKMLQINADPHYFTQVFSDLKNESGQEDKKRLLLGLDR
NSD2 inh: blocks human histone methyltransferase NSD2. O96028. NSD2 peptide methylation, AlphaScreen, 120 min. inhibition, % at 12.5 µM. 0.54% of 310,000 active. AID 743445; in the data active means inhibition above about 50%
MITF act: increases MITF-driven TRPM1 promoter luciferase signal | SK-MEL-5 TRPM1-promoter luciferase, 24 h; % of positive control, neutral wells = 0 | activation, % at 12.5 µM | 0.75% of 300,000 active;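 active means mean activation of at least 80% with every replicate also reaching 80%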;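 further: 0% = neutral control wells and 100% = parthenolide positive control wells; values of inactives mirror those of a sister screen read the other way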
SR-BI DiI inh: inhibitors of mouse SR-BI mediated HDL lipid uptake | Q61009 | ldlA[mSR-BI] CHO cells, DiI-HDL uptake fluorescence, 3 h | inhibition, % at 12.5 µM | 0.96% of 320,000 active | AID 488896;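 active means mean replicate inhibition of at least 70% and a set share of replicates each scoring 70 or more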;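 further: 0% = median of neutral control wells and 100% = median of positive control wells; values of inactives mirror those of a sister screen read the other way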
V-ATPase pHluor: yeast V-ATPase proton transport regulation by pHLuorin | S. cerevisiae, pHLuorin cytosolic pH fluorescence | response, % at 10 µM | 0.37% of 350,000 active; in the data active means response mostly above about 7.3%, no sharp cut-off; inactive means mostly below about 5.4%; further: actives read high; inactives centre near 0; some compounds called inactive have numbers as strong as hits; reference of the scale not given here
PvdQ acylase: P. aeruginosa PvdQ acylase inhibition | purified PvdQ acylase, fluorescence plate reader | inhibition, % at 10 µM | 0.063% of 340,000 active; in the data active means inhibition above about 30%, passing the limit was not always enough;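 further: 0% = vehicle neutral wells and 100% = reference inhibitor wells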
Active calls of the source: *; nt = no result given.

SMILES	dFosB act	HTR5A ag	Wnt act	HTR5A inv ag	CDK5 p35 inh	NSD2 inh	MITF act	SR-BI DiI inh	V-ATPase pHluor	PvdQ acylase
Cc1cc(C)cc(NC(=O)C(=O)NCCCN2CCCC2=O)c1	7	0	24	18	-1.5	-2	63	-17	-8	3
COC(=O)c1ccc(CSc2nc(N)cc(N)n2)cc1	-7	1	nt	-25	0.5	3	32	12	1	-9
COc1ccc(/C=C/c2nc(-c3ccccc3O)n[nH]2)cc1OC	8	1	24	-11	2.6	0	143*	16	2	-16
CCc1ccc(C(=O)NCc2cccs2)s1	-3	-2	25	21	-1.2	-4	75	-20	-2	-4
Cc1ccc(N2C(=O)CC(NNC(=O)c3cccc(S(=O)(=O)N4CCCC4)c3)C2=O)cc1 (stereo not given)	-5	-1	-2	-13	-0.5	2	-17	6	0	0
O=C1N(Nc2ccccc2)C(c2ccc(Br)cc2)C12CCCC2 (stereo not given)	-2	8	nt	-22	-0.9	1	nt	8	10	-11
Cc1ccc(C2C(C(=O)c3cccs3)=C(O)C(=O)N2c2ccc(S(N)(=O)=O)cc2)cc1 (stereo not given)	1	3	-1	-13	0.5	27	12	nt	0	-13
Cc1ccc(NC(=O)CS(=O)CC(=O)NCC2OCCc3ccccc32)c(C)c1 (stereo not given)	-9	2	-3	-6	2.1	-2	-12	-13	2	9
COc1ccc(C2=Nn3c(nnc3-c3cccnc3)SC2)cc1OC	-9	0	nt	-3	0.7	1	nt	19	2	9
O=C(OCC(=O)N1CCN(C(=O)c2ccco2)CC1)c1ccccc1C(=O)c1ccc(Cl)cc1	-12	1	nt	-3	0.1	1	-6	20	2	12
Cc1ccc(C(=O)C(OC(=O)c2cnccn2)c2ccccc2)cc1C (stereo not given)	-3	0	-2	-6	0.5	nt	-7	-15	3	16
CCSc1nc(COC(=O)NC)c(COC(=O)NC)n1C	-4	1	-7	-3	1.1	27	6	-5	-80	-16
Cc1ccc(C(=O)N/C(=C/c2ccc(Cl)cc2)C(=O)N2CCOCC2)cc1	-8	4	-1	-10	2.1	4	-3	nt	-5	7
Cc1ncc([N+](=O)[O-])n1CCOC(=O)c1ccccc1	1	4	-2	-44	-1.2	-2	-1	-19	0	-8
Cc1cc(Cl)c2ccccc2n1	-5	3	-3	-8	-1.0	-3	-2	-24	0	-13
CC(C)(C)c1ccc(C(=O)N2CCC(=O)N(C(CO)Cc3ccccc3)CC2)cc1 (stereo not given)	0	0	-2	10	-1.7	nt	3	-8	0	-6
Cc1ccc(C(=O)C(C)OC(=O)c2cc(=O)[nH]c3ccccc23)cc1 (stereo not given)	0	1	2	-3	-0.4	3	-5	33	1	-6
Cc1cc(C)cc(N(C(=O)CNC(=O)c2ccco2)C(C(=O)NC2CCCC2)c2cccnc2)c1 (stereo not given)	-4	-3	nt	13	0.6	-4	1	-11	2	4
COc1c(/C=N/NC(=O)c2ccccc2O)c(CCN(C)C(C)=O)cc2c1OCO2	-7	0	nt	-1	0.0	1	-3	11	0	-11
O=C(NCCc1csc(-c2ccc(C(F)(F)F)cc2)n1)c1cccs1	-1	12	6	-36	-0.7	nt	-12	-7	1	-14
CCCCn1c(=O)c(C(=O)c2ccccc2)nc2ccccc21	-1	0	nt	-1	0.2	6	-5	9	-1	-15
Cc1cc(Cl)nc(SCC(=O)c2ccccc2)n1	-7	-2	2	7	1.1	0	nt	-15	4	3
Cc1nnc(N2CCC(C(=O)N3CCCCCC3)CC2)c2nn(-c3ccc(Cl)cc3)c(C)c12	-14	0	0	-1	nt	2	-14	44	-2	6
CCOc1cccc(C2CC(=O)Nc3cc(OC)c(OC)cc32)c1 (stereo not given)	-8	0	0	-47	0.6	-1	nt	7	2	-12
COc1ccc(C2=CC(c3c(C)nn(-c4ccccc4)c3Cl)n3nnnc3N2)cc1OC (stereo not given)	-10	-7	-3	18	-0.1	-2	-5	41	-2	-6
(more compounds)
SMILES	dFosB act	HTR5A ag	Wnt act	HTR5A inv ag	CDK5 p35 inh	NSD2 inh	MITF act	SR-BI DiI inh	V-ATPase pHluor	PvdQ acylase
COc1ccc(Cl)cc1NC(=O)CCc1nc(-c2ccccc2F)no1	-7	1	0	-3	-0.2	-2	-14	-5	-3	-11
Cc1ccc(C)c(S(=O)(=O)N2CCN(C(=O)[C@@H](NC(=O)c3ccc(F)cc3)C(C)C)CC2)c1	-6	-1	3	2	0.0	-11	-12	24	2	-7
CN(C)CCNC(=O)CCn1nc(-c2ccc(Cl)cc2)ccc1=O	-4	-1	2	4	-1.3	3	3	-18	-2	-10
COc1ccc(-c2[nH]ncc2-c2csc(C)n2)c(O)c1	0	2	-3	-16	0.4	8	2	-5	-1	-12
CCOc1ccc(C2/C(=C(\O)c3ccc4c(c3)OCCO4)C(=O)C(=O)N2CCCN2CCOCC2)cc1OC (stereo not given)	-12	1	2	12	0.2	2	-10	-32	1	-11
CCN(CC)S(=O)(=O)c1ccc2c(c1)c(=O)c(C(=O)NCCCN(C)c1ccccc1)cn2C	-9	7	1	-21	-0.9	-3	nt	5	4	-14
CCOCC(=O)Nc1sc2c(c1C(=O)OCC)CCCC2	-2	6	nt	-13	-3.1	0	-5	22	0	-16
COCCN1CCn2c(nc3cc(NC(=O)c4ccc(OC)cc4)ccc32)C1	-8	nt	nt	nt	-1.4	-2	-7	18	2	-3
CSc1ccc(/C=C/C(=O)OCC(=O)N(C)CCC#N)cc1	-6	4	0	-11	3.0	2	3	-7	-1	5
COc1cc(-c2cc(C(=O)Nc3cccc(C(C)=O)c3)c3ccccc3n2)cc(OC)c1OC	28*	2	-4	-11	-1.0	nt	5	85*	-2	4
CC(C)C(=O)COc1c2occc2cc2ccc(=O)oc12	-2	-1	-1	7	-2.6	nt	4	14	0	-10
CCN(CC)S(=O)(=O)c1cccc(C(=O)N/N=C/c2ccccn2)c1	-16	0	-5	-1	-0.2	-4	-14	14	3	-9
Cc1cc(C(=O)Nc2c(C)n(C)n(-c3ccccc3)c2=O)cs1	-1	1	nt	18	-2.5	-3	-3	-32	2	-13
Cc1sc2ncnc(Sc3ccccc3C(=O)Nc3ccc(Br)cc3)c2c1C	-4	-4	0	13	-0.3	-1	10	nt	0	2
CC1CCCCN1C(=O)CSc1nnc(-c2ccc(Cl)s2)o1 (stereo not given)	-17	-1	nt	10	-0.5	1	72	12	0	-12
CCCCNC(=O)c1ccccc1C(=O)NC1(C(=O)NCCCC)CCCC1	1	1	-1	-2	-4.0	-1	14	-15	3	-17
Cc1nc2cc(C(=O)NCCN3CCOCC3)ccc2n1-c1ccc(F)cc1F	-3	-2	nt	6	0.4	nt	-15	-8	-1	-7
O=C(c1ncn(Cc2ccccc2)c1C(=O)N1CCN(c2ccccc2)CC1)N1CCN(c2ccccc2)CC1	-5	4	-2	4	0.8	nt	1	-7	4	-13
CC[C@@H]1C(c2cccc(Cl)c2)=NN(c2ccc(Br)cc2)[C@H]1C(=O)N1CCOC1=O	-14	1	nt	-5	1.0	nt	-11	11	1	-14
Cc1csc(SCc2c(C(=O)O)oc3ccccc23)n1	0	1	nt	-19	-2.4	0	4	-16	-1	-7
CC(C)C[C@H](NC(=O)C1CC(=O)N(c2ccc3c(c2)OCCO3)C1)C(=O)N1CCCCC1 (stereo not given in full)	-3	0	-1	-5	-1.4	3	-4	-1	-2	-4
CC(C)C[C@H](NC(=O)N1CCn2c1nc1ccccc12)C(=O)NC1CC1	4	nt	-1	nt	-0.6	2	-2	-12	-7	0
CN(C)/C=C(\C#N)S(=O)(=O)c1ccccc1	1	6	-1	10	-1.8	1	4	-12	-3	4
c1ccc(CCn2nnnc2CN2CCN(C3CCCC3)CC2)cc1	4	-1	nt	-3	0.0	2	8	-6	-3	-14
O=C(NCCc1cccs1)C12CN(Cc3ccccc3)CC1C(c1cccc([N+](=O)[O-])c1)=NO2 (stereo not given)	0	1	-6	0	-0.3	nt	14	6	19	3

The final 5 entries of the section above open the next one:
SMILES	dFosB act	HTR5A ag	Wnt act	HTR5A inv ag	CDK5 p35 inh	NSD2 inh	MITF act	SR-BI DiI inh	V-ATPase pHluor	PvdQ acylase
CC(C)C[C@H](NC(=O)C1CC(=O)N(c2ccc3c(c2)OCCO3)C1)C(=O)N1CCCCC1 (stereo not given in full)	-3	0	-1	-5	-1.4	3	-4	-1	-2	-4
CC(C)C[C@H](NC(=O)N1CCn2c1nc1ccccc12)C(=O)NC1CC1	4	nt	-1	nt	-0.6	2	-2	-12	-7	0
CN(C)/C=C(\C#N)S(=O)(=O)c1ccccc1	1	6	-1	10	-1.8	1	4	-12	-3	4
c1ccc(CCn2nnnc2CN2CCN(C3CCCC3)CC2)cc1	4	-1	nt	-3	0.0	2	8	-6	-3	-14
O=C(NCCc1cccs1)C12CN(Cc3ccccc3)CC1C(c1cccc([N+](=O)[O-])c1)=NO2 (stereo not given)	0	1	-6	0	-0.3	nt	14	6	19	3
COc1cc(C(c2sc3nc(C)nn3c2O)N2CCC3(CC2)OCCO3)cc(OC)c1OC (stereo not given)	-1	2	-8	-22	0.0	6	-5	-16	0	-15
CCOC(=O)c1ccc(Nc2ncnc3ccccc23)cc1	-16	6	5	7	0.9	-4	56	33	-3	17
COc1ccccc1CNC(=O)c1ccccc1N(C)S(C)(=O)=O	0	-3	0	-13	-1.6	0	10	-2	0	-16
CCOC(=O)Cn1nc(C)n(-c2ccc(C(C)(C)C)cc2)c1=O	0	-1	-6	3	-1.6	-2	nt	-10	nt	-5
O=C(N/N=C/c1cccc([N+](=O)[O-])c1O)c1cccs1	-3	0	-10	3	2.9	nt	-2	98*	6	-7
CCOC(=O)c1cccc(C2=CC(=O)C[C@H](c3ccc(OC)c(OC)c3)C2)c1	-6	1	-11	15	0.7	nt	-7	45	0	-8
CC(C)C(=O)C1=Cc2cccc([N+](=O)[O-])c2OC1N1CCOCC1 (stereo not given)	-3	4	-5	-11	-1.5	2	-7	-7	1	2
Cc1cc(C(C)(C)C)cc(C)c1COC(=O)C1CCC(=O)N1 (stereo not given)	-19	-6	-2	15	0.3	5	-12	nt	2	-9

7 compounds from above, ordered by their value in V-ATPase pHluor, high to low:
Molecule | dFosB act | Wnt act | CDK5 p35 inh | NSD2 inh | MITF act | SR-BI DiI inh | V-ATPase pHluor | PvdQ acylase
COc1ccc(/C=C/c2nc(-c3ccccc3O)n[nH]2)cc1OC | 8 | 24 | 2.6 | 0 | 143* | 16 | 2 | -16
COC(=O)c1ccc(CSc2nc(N)cc(N)n2)cc1 | -7 | nt | 0.5 | 3 | 32 | 12 | 1 | -9
CC(C)(C)c1ccc(C(=O)N2CCC(=O)N(C(CO)Cc3ccccc3)CC2)cc1 (stereo not given) | 0 | -2 | -1.7 | nt | 3 | -8 | 0 | -6
CCCCn1c(=O)c(C(=O)c2ccccc2)nc2ccccc21 | -1 | nt | 0.2 | 6 | -5 | 9 | -1 | -15
CN(C)CCNC(=O)CCn1nc(-c2ccc(Cl)cc2)ccc1=O | -4 | 2 | -1.3 | 3 | 3 | -18 | -2 | -10
Cc1cc(C)cc(NC(=O)C(=O)NCCCN2CCCC2=O)c1 | 7 | 24 | -1.5 | -2 | 63 | -17 | -8 | 3
CCSc1nc(COC(=O)NC)c(COC(=O)NC)n1C | -4 | -7 | 1.1 | 27 | 6 | -5 | -80 | -16

Part of the list above in order of number of heavy atoms, rising.
SMILES	dFosB act	HTR5A ag	Wnt act	HTR5A inv ag	CDK5 p35 inh	NSD2 inh	MITF act	SR-BI DiI inh	V-ATPase pHluor	PvdQ acylase
O=C(N/N=C/c1cccc([N+](=O)[O-])c1O)c1cccs1	-3	0	-10	3	2.9	nt	-2	98*	6	-7
Cc1cc(C(C)(C)C)cc(C)c1COC(=O)C1CCC(=O)N1 (stereo not given)	-19	-6	-2	15	0.3	5	-12	nt	2	-9
CCOC(=O)Cn1nc(C)n(-c2ccc(C(C)(C)C)cc2)c1=O	0	-1	-6	3	-1.6	-2	nt	-10	nt	-5

High-throughput results: PubChem BioAssay, several laboratories
